Compound activity (PubChem BioAssay)
APJ antag – antagonists of human APJ apelin receptor | 330,000 compounds, 0.32% hits | inhibition, % at 20 µM | CHO-K1 APJ beta-arrestin complementation, luminescence | P35414;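 active = inhibition above about 40% at 20 µM, limit read from the data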;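 note: cells challenged with 10 nM apelin-13 agonist together with compound; plate controls were apelin-13 plus DMSO wells for no effect and DMSO wells lacking apelin-13 for full effect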
Target sequence (P35414 whole entry, looked up): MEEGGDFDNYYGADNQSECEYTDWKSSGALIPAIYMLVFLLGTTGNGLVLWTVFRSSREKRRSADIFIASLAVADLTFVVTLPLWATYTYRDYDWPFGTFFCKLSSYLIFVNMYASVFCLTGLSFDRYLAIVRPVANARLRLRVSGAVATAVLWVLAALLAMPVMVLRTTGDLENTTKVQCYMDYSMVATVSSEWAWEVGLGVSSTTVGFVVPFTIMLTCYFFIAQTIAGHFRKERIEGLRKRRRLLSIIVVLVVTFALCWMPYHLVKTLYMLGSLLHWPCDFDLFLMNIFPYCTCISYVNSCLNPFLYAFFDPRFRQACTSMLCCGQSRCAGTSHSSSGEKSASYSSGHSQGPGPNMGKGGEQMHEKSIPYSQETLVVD
CCR6 antagonist – blocks CCL20-driven beta-arrestin recruitment at human CCR6; P51684; CHO-K1 CCR6 PathHunter beta-arrestin, luminescence, CCL20-stimulated; inhibition, % at 20 µM; 340,000 compounds, 0.49% hits;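 active = compounds whose inhibition of the agonist-driven luminescence signal at 20 µM reaches about 50%, limit read from the data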;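 note: cells stimulated with CCL20 at 14 nM final; plate controls were DMSO with CCL20 for no effect and DMSO without agonist for full effect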
ATG4B inh – ATG4B (human) cysteine protease inhibition; ATG4B cleavage of LC3-PLA2, NBD-HPC fluorescence, 1 h; inhibition, % at 8.33 µM; 340,000 compounds, 0.51% hits; AID 504462; in the data active = inhibition above about 40%
Gli-Sufu antag – Gli-Sufu pathway antagonism; inhibition, % at 5 µM; 340,000 compounds, 0.74% hits; Sufu-KO-LIGHT fibroblasts, Gli luciferase reporter luminescence; AID 588413;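 active = inhibition above about 55%, limit read from the data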;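 note: 0% = DMSO-treated cells and 100% = wells with medium but no cells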
EBI2 block – antagonists of human EBI2 receptor; EBI2 beta-arrestin recruitment, luminescence, 7a,25-OHC stimulated; inhibition, % at 5 µM; 360,000 compounds, 0.81% hits; in the data active = inhibition above about 38%;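 note: enzyme fragment complementation signal reports receptor beta-arrestin coupling in cells; 0% = agonist plus DMSO wells and 100% = wells without agonist; some results beyond the cut were filed as inactive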
UBC13 inh – inhibitors of human UBC13 polyubiquitin chain formation; P61088; TR-FRET; inhibition, % at 20 µM; 330,000 compounds, 0.47% hits; AID 485273; in the data active = inhibition above about 45%, passing the limit was not always enough
Target sequence (P61088 whole entry, looked up): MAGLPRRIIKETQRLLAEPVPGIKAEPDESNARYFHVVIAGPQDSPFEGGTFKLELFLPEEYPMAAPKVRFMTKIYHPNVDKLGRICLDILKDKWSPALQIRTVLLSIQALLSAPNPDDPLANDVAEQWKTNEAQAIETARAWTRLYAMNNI
CXCR6 inh – blocks human CXCR6 beta-arrestin recruitment | O00574 | CHO-K1 PathHunter CXCR6 beta-arrestin, luminescence | inhibition, % at 20 µM | 360,000 compounds, 0.36% hits | AID 602244; in the data active = inhibition above about 34%, passing the limit was not always enough;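 note: antagonist mode with CXCL16 agonist at 10 nM final; 0% = 10 nM CXCL16 with DMSO and 100% = unstimulated wells without agonist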
Target sequence (O00574 whole entry, looked up): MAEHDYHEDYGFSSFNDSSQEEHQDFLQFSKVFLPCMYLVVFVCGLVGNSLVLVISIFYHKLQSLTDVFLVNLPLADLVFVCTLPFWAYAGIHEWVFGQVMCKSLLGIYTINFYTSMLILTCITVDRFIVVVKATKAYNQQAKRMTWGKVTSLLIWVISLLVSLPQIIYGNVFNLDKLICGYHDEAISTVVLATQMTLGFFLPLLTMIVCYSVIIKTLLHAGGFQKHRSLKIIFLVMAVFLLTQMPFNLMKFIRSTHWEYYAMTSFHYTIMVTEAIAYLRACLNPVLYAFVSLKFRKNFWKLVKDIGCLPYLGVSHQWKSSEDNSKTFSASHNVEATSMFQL
APJ agonist – activates the human apelin receptor APJ; CHO-K1 APJ PathHunter beta-arrestin, luminescence; 0% DMSO wells, 100% apelin; 330,000 compounds, 0.11% hits; activation, % at 20 µM; AID 2520; P35414;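 active = activation more than six SD over the plate average, tested at 20 µM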;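 note: 0% = DMSO alone and 100% = apelin-13 at 10 nM; some results filed as inactive read as strong as hits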
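Material: CHO-K1 APJ beta-arrestin complementation cell line; Input: cell density 1000 per well; Incubation: compound stimulation 90 min at 25 °C, detection 60 min; Signal: luminescence from split beta-galactosidase complementation, Galacton Star/Emerald II substrate; Controls: DMSO-only wells as negative, 10 nM Apelin-13 as positive control.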
* marks the source's active call; other numbers are inactive results; . = no result given.

Letters – A = APJ antag; B = CCR6 antagonist; C = ATG4B inh; D = Gli-Sufu antag; E = EBI2 block; F = UBC13 inh; G = CXCR6 inh; H = APJ agonist
O=C1c2cccc3c2N(CCC3)C(=O)C1(F)c1ccccc1 (configuration not stated)
  A = -3	B = 0	C = 2	D = -7	E = 11	F = 1	G = -2	H = -1
C=CCOc1ccc(/C=N/NC(=O)C(C)Sc2ccccn2)cc1OCC (configuration not stated)
  A = -9	B = -1	C = -2	D = -17	E = -2	F = -20	G = 1	H = -2
COc1ccc(OC)c(-c2csc(NC(=O)Cc3ccc(F)cc3)n2)c1
  A = 1	B = -2	C = -4	D = 25	E = 7	F = 4	G = -2	H = 3
Cc1cc(C)c(S(=O)(=O)c2ccccc2Cl)c(Cl)n1
  A = -1	B = .	C = .	D = .	E = -4	F = 2	G = 11	H = 0
COc1ccccc1OCc1cc(-c2ccccc2)no1
  A = -2	B = 9	C = -10	D = -99	E = 9	F = 4	G = -9	H = -2
c1ccc(-n2ncc3c(N4CCC5(CC4)OCCO5)ncnc32)cc1
  A = 6	B = 4	C = -4	D = -82	E = 9	F = 8	G = 6	H = 3
CC(C(=O)NCc1ccco1)n1ccc2cc(S(=O)(=O)N3CCCCC3)ccc21 (configuration not stated)
  A = 13	B = 15	C = -2	D = -2	E = -4	F = -10	G = 1	H = -1
O=C1NN(c2ccccc2)C(=O)/C1=C/c1ccc(Sc2cccc3ccccc23)o1
  A = 18	B = 14	C = 44*	D = 2	E = 3	F = -41	G = -1	H = -1
Cc1cc(C(=O)OCC(=O)N2CC(=O)Nc3ccccc32)c(C)n1-c1ccc(F)cc1
  A = 12	B = 13	C = -2	D = -31	E = 9	F = 0	G = 10	H = -2
COc1cc(C(=O)Nc2c(C(=O)O)[nH]c3ccc(C)cc23)cc(OC)c1OC
  A = 6	B = 8	C = 1	D = -2	E = -12	F = -3	G = -5	H = -4
CCCn1nc(NC(=O)CC(C)C)c2cc3ccccc3nc21
  A = 7	B = -2	C = 0	D = 7	E = 3	F = 1	G = -5	H = -4
Cc1ccc(Oc2nnc(-c3ccccc3)cc2C#N)cc1
  A = 10	B = -14	C = 5	D = -11	E = -4	F = 4	G = 0	H = 22*
C/C(=N\NC(=O)CSc1nc(C)cc(C)n1)c1ccc([N+](=O)[O-])cc1
  A = 11	B = 1	C = -3	D = -4	E = -2	F = -3	G = 15	H = -1
COc1ccc(N2CCN(c3oc(Cc4ccccc4)nc3C#N)CC2)cc1
  A = -3	B = 18	C = -4	D = 16	E = 17	F = -8	G = 1	H = -4
Cn1/c(=N/N=C/c2ccccn2)sc2ccccc21
  A = 3	B = -16	C = -7	D = -62	E = -9	F = -10	G = 2	H = -3
CCC1=NN(C(=O)c2ccccc2O)C(O)(c2ccccc2)C1 (configuration not stated)
  A = 19	B = 43	C = 14	D = -12	E = 9	F = -18	G = 20	H = -5
Cn1c(=O)c2c(nc(OCC3COC(C)(C)O3)n2Cc2ccccc2F)n(C)c1=O (configuration not stated)
  A = -13	B = 0	C = 3	D = 23	E = 3	F = -2	G = 1	H = -7
CCOc1ccc(N(C(=O)CNC(=O)c2ccco2)C(C(=O)NCC2CCCO2)c2ccccc2)cc1 (configuration not stated)
  A = 5	B = 8	C = 3	D = 4	E = -2	F = 2	G = 8	H = 0
COc1ccc(C=O)cc1CN1CCCN(Cc2ccccc2F)S1(=O)=O
  A = 14	B = 8	C = 53*	D = 25	E = 4	F = 4	G = 0	H = -2
CCCSc1nnc(Nc2ccccc2C)s1
  A = 6	B = -8	C = -5	D = -26	E = -12	F = -6	G = -2	H = 7
COc1cccc(C2/C(=C(/O)c3ccc4c(c3)OCO4)C(=O)C(=O)N2CCN2CCOCC2)c1 (configuration not stated)
  A = 7	B = 10	C = 3	D = 7	E = -1	F = -40	G = 1	H = -5
CN(C)c1ccc(-c2noc(-c3ccccc3O)n2)cc1
  A = 3	B = 12	C = 0	D = -42	E = 8	F = 3	G = 5	H = -3
O=[N+]([O-])c1ccc(S(=O)(=O)NCCc2cn3ccccc3n2)cc1
  A = -14	B = 5	C = 2	D = -1	E = -9	F = -7	G = -16	H = 5
COc1ccc(CNC(=O)C2CCN(S(=O)(=O)c3cccc4nonc34)CC2)cc1
  A = 16	B = 8	C = -5	D = 24	E = 8	F = 1	G = 4	H = -2
Cc1cc(=O)[nH]c(N/N=C/c2c(C)nn(-c3ccccc3)c2C)n1
  A = -12	B = 2	C = 0	D = 21	E = -12	F = 9	G = 3	H = 1
CC(CCc1ccccc1)NC(=S)NC1CCCCC1 (configuration not stated)
  A = 18	B = 5	C = 2	D = 6	E = -2	F = 10	G = -2	H = -1
CCn1cc(C(=O)N[C@@H](C)C(=O)NCCCn2ccnc2)c(=O)c2cc3c(cc21)OCO3
  A = 1	B = 0	C = 3	D = 3	E = 4	F = 0	G = 2	H = 3
C=CCn1c(SCc2ccc(C#N)cc2)nnc1-c1ccc(C)cc1
  A = 1	B = -18	C = -6	D = 10	E = 4	F = -4	G = -4	H = -2
Nn1c(SCc2ccccn2)nncc1=O
  A = -2	B = 5	C = -2	D = -4	E = -7	F = -9	G = 2	H = -1
O=C(COC(=O)c1cccnc1Cl)NCc1ccc(F)cc1
  A = -6	B = 4	C = -10	D = -1	E = -6	F = 10	G = -4	H = 1
C#CCOCCOCCOCCNc1nc(N2CCN(C(=O)CCCCCCCCCCNC(=O)Cn3cc(C[C@@H](C)O)nn3)CC2)nc(N2CCN(C(=O)CCCCCCCCCCNC(=O)[C@@H]([C@H](C)O)n3cc(C)nn3)CC2)n1
  A = 1	B = 15	C = -21	D = 22	E = 2	F = 32	G = 2	H = -1
Cc1cccc(CCNC(=O)C2CCC(CNc3c(N4CCCC4)c(=O)c3=O)CC2)c1 (configuration not stated)
  A = -62	B = -9	C = 4	D = 4	E = -2	F = -5	G = -7	H = -1
Cc1cc(OCC(=O)N(C)c2ccccc2)cc2c1C(=O)CC(C)(C)O2
  A = 20	B = 7	C = -4	D = 6	E = -2	F = 4	G = 4	H = -3
CCn1c(CN2CCN(C(c3ccccc3)c3ccccc3)CC2)nc2c1c(=O)n(C)c(=O)n2C
  A = 17	B = 15	C = -10	D = 26	E = 3	F = 27	G = -5	H = -3
N#CC1=C(SCC(=O)Nc2ccccc2)NC(=O)CC1c1ccc(O)cc1 (configuration not stated)
  A = -16	B = 12	C = 5	D = -15	E = -7	F = 14	G = 2	H = 0
Cc1ccc(N2CCN(S(=O)(=O)N3CCOCC3)CC2)cc1C
  A = -7	B = 15	C = -2	D = 2	E = 0	F = 2	G = 1	H = -2
CS(=O)(=O)NCCNc1ncc(C(F)(F)F)cc1Cl
  A = 20	B = 3	C = 0	D = 4	E = -3	F = 2	G = 3	H = -3
COc1ccc(SC[C@H](Cc2ccccc2)N2CCN(CCc3ccccc3)CCC2=O)cc1
  A = 13	B = 18	C = -8	D = 29	E = 17	F = 27	G = 11	H = -6
CCN1CCN(C(=O)c2ccc(OC3CCN(CCc4ccccc4)CC3)cc2)[C@@H](C)C1=O
  A = 6	B = 7	C = 14	D = 13	E = 3	F = 2	G = 1	H = 3
N=c1oc2ccc(Br)cc2cc1C(=O)NC1CCCCCC1
  A = 8	B = 11	C = 4	D = -1	E = 1	F = -4	G = 10	H = -4
O=C(CSc1ncccn1)NCc1ccc2c(c1)OCO2
  A = -1	B = 5	C = 1	D = 13	E = -6	F = -2	G = 2	H = 4
OCCN1CCN(c2cc(-c3ccccc3)c3ccccc3n2)CC1
  A = -1	B = 12	C = 10	D = 11	E = -7	F = -4	G = -3	H = -2
CCOC(=O)N1CCN(c2nc(C(F)(F)F)nc3c(C)cc(C)cc23)CC1
  A = -7	B = 14	C = 11	D = 4	E = 10	F = 32	G = 8	H = -8
C/C=C/c1ccc(OCCCNC2CCCC2)c(OC)c1
  A = 0	B = 7	C = -5	D = -3	E = 1	F = 2	G = 5	H = -3
O=C(CNC(=S)N(CCCN1CCOCC1)Cc1cccs1)NCCN1CCOCC1
  A = 0	B = 16	C = -2	D = 1	E = -5	F = 8	G = -2	H = 1
CCN(CC(=O)Nc1ccccc1C(F)(F)F)C(=O)Cc1ccccc1
  A = 2	B = 9	C = 8	D = 4	E = 3	F = 1	G = 2	H = 0
O=C(c1cccnc1)N(Cc1ccccc1)C1(C(=O)Nc2ccccc2)CCCCC1
  A = -5	B = 11	C = 32	D = 2	E = -6	F = -13	G = 6	H = -2
COC(=O)C1CCCN1C(C(=O)NC1CCCCC1)c1ccc(Cl)cc1 (configuration not stated)
  A = 13	B = -4	C = 7	D = -15	E = 1	F = -3	G = 1	H = -2
Cc1ccc(CC(=O)Nc2cc([N+](=O)[O-])ccc2F)cc1
  A = 17	B = 3	C = 1	D = 25	E = 7	F = 4	G = -6	H = -2
CCC(Nc1nc(-c2ccccc2)nc2ccccc12)C(=O)O (configuration not stated)
  A = 10	B = 8	C = -6	D = 0	E = -1	F = -28	G = -4	H = -1

In another format: results already given
Below each compound: APJ antag	CCR6 antagonist	ATG4B inh	Gli-Sufu antag	EBI2 block	UBC13 inh	CXCR6 inh	APJ agonist
> COc1ccc(C=O)cc1CN1CCCN(Cc2ccccc2F)S1(=O)=O
 : 14	8	53*	25	4	4	0	-2
> CCCSc1nnc(Nc2ccccc2C)s1
 : 6	-8	-5	-26	-12	-6	-2	7
> COc1cccc(C2/C(=C(/O)c3ccc4c(c3)OCO4)C(=O)C(=O)N2CCN2CCOCC2)c1 (configuration not stated)
 : 7	10	3	7	-1	-40	1	-5

Next part
Letters – A = APJ antag; B = CCR6 antagonist; C = ATG4B inh; D = Gli-Sufu antag; E = EBI2 block; F = UBC13 inh; G = CXCR6 inh; H = APJ agonist
CCOC(=O)C(=CNc1ccc(C#N)cc1)C(=O)OCC
  A = -9	B = 18	C = 1	D = -7	E = -7	F = -6	G = 12	H = -1
Cn1c(C(=O)OCC(=O)NCc2ccc(F)cc2)cc2occc21
  A = -3	B = -6	C = 6	D = 3	E = 2	F = -3	G = 7	H = 8
Cc1cc2ncn(N)c2cc1C
  A = 12	B = -5	C = -7	D = 0	E = -10	F = -11	G = 4	H = -2
COc1cc(CC(=O)OCC(=O)N(C)C2CCCCC2)cc(OC)c1OC
  A = -4	B = 2	C = -7	D = -4	E = -14	F = 12	G = 9	H = 2
CC(=O)Nc1ccc(S(=O)(=O)N(C)CC(=O)OCCOc2cccc(C)c2)cc1
  A = -6	B = -12	C = -7	D = 2	E = -6	F = -6	G = -2	H = 0
O=C(NC(NC(=O)c1ccccc1)c1ccccc1)c1ccccc1
  A = -4	B = 9	C = -11	D = -12	E = -2	F = 0	G = -7	H = -5
Cc1c(NC2=CC(=O)CC(C)(C)C2)c(=O)n(-c2ccccc2)n1C
  A = -31	B = -4	C = 1	D = -7	E = -1	F = -10	G = -2	H = -2
CC(C(=O)N1CCN(c2ccccc2F)CC1)c1ccc([N+](=O)[O-])cc1 (configuration not stated)
  A = -9	B = 15	C = 5	D = 8	E = 11	F = -6	G = 9	H = -1
COc1ccc(-c2cc(-c3ccccc3)n[nH]2)c(O)c1
  A = 38	B = -16	C = -7	D = -18	E = 12	F = 16	G = 2	H = -4
CN1CCN(S(=O)(=O)c2ccc(NC(=O)c3ccccc3F)cc2)CC1
  A = -26	B = 5	C = -5	D = -1	E = -4	F = -3	G = -8	H = -2
S=C(Nc1ccccc1)Nc1nc2ccccc2n1CCOc1ccc(Cl)cc1
  A = 17	B = 14	C = 2	D = -2	E = 22	F = 6	G = -6	H = -2
Cc1ccc(S(=O)(=O)NC2=NCN(C3CCN(Cc4ccccc4)CC3)CN2)cc1
  A = 16	B = 0	C = -14	D = 1	E = 5	F = -6	G = 1	H = -2
O=C(NCCN1C(=O)S/C(=C\c2ccccc2F)C1=O)C1CCCN1C(=O)c1cccs1 (configuration not stated)
  A = 3	B = 12	C = -9	D = 3	E = -2	F = 3	G = -1	H = 0
C=CCN(C(=O)CCC(=O)Nc1cc(C)on1)C(C(=O)NC1CCCC1)c1ccc(CC)cc1 (configuration not stated)
  A = 0	B = 9	C = 2	D = 10	E = 1	F = -8	G = -2	H = -1
Fc1ccccc1CSc1ncnc2sc3c(c12)CCCC3
  A = 14	B = 18	C = 9	D = 8	E = -5	F = 5	G = 11	H = -4
